Compound activity as filed in PubChem BioAssay.
MsrA inhibitor: bovine MsrA enzyme inhibitors, primary screen, biochemical, absorbance, HTS; Methionine sulfoxide reductase A (Bos taurus); purified bovine MsrA, absorbance read-out; inhibition, % at 15.5 µM; actives 0.75% (n = 360,000); in the data active = inhibition above about 4.5%;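 note: 0% = vehicle wells with enzyme and 100% = reference inhibitor wells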
FAS-TE inh: FAS thioesterase domain inhibitors, primary screen, biochemical, fluorescence intensity, uHTS. Fatty acid synthase (Homo sapiens), P49327. inhibition, % at 15 µM. recombinant FAS-TE, OMFH fluorogenic substrate, fluorescence endpoint. actives 0.67% (n = 360,000);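 active = compounds whose normalised, plate-corrected inhibition of enzyme fluorescence in the single-dose primary screen is 50% or more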;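 note: 0% = DMSO with enzyme and 100% = substrate without enzyme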
CSN deneddyl inh: inhibitors of CSN-mediated cullin deneddylation, primary screen, biochemical, fluorescence polarization, uHTS. Purified CSN, SCF-Nedd8-OG deneddylation. COP9 signalosome complex subunit 5 (Homo sapiens), Q92905. actives 0.38% (n = 360,000). inhibition, % at 12.5 µM;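 active = pattern-corrected inhibition above about 35%, with an unprinted fluorescence ratio check between 0.5 and 1.5, limit read from the data, passing the limit was not always enough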;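 note: 0% = enzyme with substrate and 100% = substrate without enzyme; some results filed as inactive read as strong as hits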
Target sequence (Q92905 whole entry, looked up, one chain of several): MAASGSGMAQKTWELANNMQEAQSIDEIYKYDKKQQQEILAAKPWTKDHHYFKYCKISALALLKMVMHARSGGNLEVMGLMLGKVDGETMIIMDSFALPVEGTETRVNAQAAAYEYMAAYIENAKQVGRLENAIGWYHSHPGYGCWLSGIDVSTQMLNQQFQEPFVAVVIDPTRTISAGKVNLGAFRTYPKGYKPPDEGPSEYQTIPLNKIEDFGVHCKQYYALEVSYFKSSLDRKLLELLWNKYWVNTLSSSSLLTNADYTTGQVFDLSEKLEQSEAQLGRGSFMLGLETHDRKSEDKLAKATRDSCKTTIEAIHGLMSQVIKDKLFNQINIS
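Schedule: reaction 90 min, room temperature / Assay system: HEK293T-derived human Csn5 enzyme / Input: Csn5 at 0.24 nM final / Measure: inhibition of Csn5 cleavage, % / Control set: substrate-only high control, full reaction low control / Technique: fluorescence polarization of the substrate / Buffer or medium: Tris/NaCl/DTT buffer, pH 7.5 / Reagent: SCFSkp2-Nedd8OG substrate at 10 nM final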
eLon inh: inhibitors of E. coli Lon protease, primary screen, biochemical, fluorescence polarization; P0A9M0; purified E. coli Lon protease; inhibition, % at 7.94 µM; actives 0.42% (n = 360,000); AID 602123, 2011; in the data active = inhibition above about 13%, passing the limit was not always enough;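 note: 0% = enzyme with probe and DMSO and 100% = no enzyme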
Target sequence (P0A9M0 whole entry, looked up): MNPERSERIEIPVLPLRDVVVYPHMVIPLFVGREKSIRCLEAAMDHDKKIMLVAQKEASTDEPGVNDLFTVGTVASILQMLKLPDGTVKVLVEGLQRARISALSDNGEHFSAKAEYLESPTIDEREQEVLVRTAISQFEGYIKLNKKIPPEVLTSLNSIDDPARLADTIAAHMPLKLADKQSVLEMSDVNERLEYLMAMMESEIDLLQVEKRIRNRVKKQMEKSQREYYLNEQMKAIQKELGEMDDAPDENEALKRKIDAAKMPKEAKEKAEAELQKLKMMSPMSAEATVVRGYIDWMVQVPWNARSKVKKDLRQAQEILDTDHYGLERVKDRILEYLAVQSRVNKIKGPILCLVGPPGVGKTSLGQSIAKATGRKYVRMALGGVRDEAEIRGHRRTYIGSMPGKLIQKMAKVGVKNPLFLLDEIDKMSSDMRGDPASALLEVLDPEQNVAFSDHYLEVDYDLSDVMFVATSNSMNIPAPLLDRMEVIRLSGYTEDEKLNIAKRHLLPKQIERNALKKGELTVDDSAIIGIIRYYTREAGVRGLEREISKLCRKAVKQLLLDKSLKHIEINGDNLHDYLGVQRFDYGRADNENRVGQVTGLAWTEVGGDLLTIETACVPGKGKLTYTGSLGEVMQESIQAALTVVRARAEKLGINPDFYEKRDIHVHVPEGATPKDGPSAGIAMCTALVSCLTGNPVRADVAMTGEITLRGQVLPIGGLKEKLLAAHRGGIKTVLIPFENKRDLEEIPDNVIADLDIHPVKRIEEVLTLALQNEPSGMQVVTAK
bovine MsrA act: bovine MsrA enzyme activators, primary screen, biochemical, absorbance, HTS; Methionine sulfoxide reductase A (Bos taurus); activation, % at 10.6 µM; actives 0.3% (n = 360,000); purified bovine MsrA, absorbance read-out; in the data active = activation above about 7.5%;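 note: 0% = vehicle and 100% = reference activator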
PABP1 MLLE inh: inhibitors of PABP1 MLLE–PAM2 peptide binding, primary screen, biochemical, fluorescence polarization, FITC-PAM2, GST-MLLE. inhibition, % at 20 µM. AID 588489, 2011. actives 0.36% (n = 360,000); in the data active = inhibition above about 35%, passing the limit was not always enough;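 note: plate controls were DMSO wells with GST-MLLE for no effect and wells lacking GST-MLLE protein for full effect; some results filed as inactive read as strong as hits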
Neddyl block: inhibitors of cullin neddylation, primary screen, biochemical, TR-FRET, uHTS, NAE and Ubc12 | NEDD8-conjugating enzyme Ubc12 (Homo sapiens) + NEDD8-activating enzyme E1 regulatory … | calls only at 25 µM | actives 0.58% (n = 360,000) | AID 651699, 2012; in the data active = inhibition above about 36%
Rin1 Abl inh: inhibitors of Rin1-Abl protein binding, primary screen, biochemical, TR-FRET; Tyrosine-protein kinase ABL1 (Homo sapiens) + Ras and Rab interactor 1 (Homo sapiens), …; inhibition, % at 7.35 µM; actives 0.4% (n = 360,000); AID 588664, 2011; in the data active = inhibition above about 5%, passing the limit was not always enough
Tb MetRS inh: T. brucei MetRS inhibitors, primary screen, biochemical, luminescence. methionyl-tRNA synthetase (Trypanosoma brucei brucei). purified T. brucei MetRS, ATP depletion, Kinase-Glo luminescence. inhibition, % at 11.9 µM. AID 624268, 2012. actives 0.4% (n = 360,000);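 active = inhibition above a per-plate cutoff of the control wells' mean inhibition plus 3 SD, cut at about 5.5% in these data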;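 note: 0% = DMSO wells median and 100% = median of wells with control inhibitor compound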
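Test system: purified T. brucei MetRS enzyme. Also added: ATP, methionine and E. coli bulk tRNA substrates. Compound: 11.9 µM single point. Schedule: 15 min enzyme-compound preincubation, 2 h reaction, 10 min detection, 25 °C. Signal: luciferase luminescence of residual ATP, Kinase-Glo. Evaluation: percent inhibition versus plate control medians. Controls: DMSO wells, low control.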
An asterisk follows results filed as active; i = inactive; · = no result given. Compounds as they come. About 4% of those tested had a hit in this group.

1. CNc1nc(N)c([N+](=O)[O-])c(N2CCCCCC2)n1
2. C#CCOC(=O)c1csc2nnsc12
3. O=C(OCN1C(=O)c2ccccc2C1=O)c1cccc(OC(F)F)c1
4. COc1ccc(S(=O)(=O)NCC(c2ccc(F)cc2)N2CCOCC2)cc1Br (configuration not stated)
5. O=C(O)CCCC(=O)N1CCCC1
6. CC(C)NC(=O)C(c1ccc(F)cc1)N(C(=O)CCC(=O)Nc1ccccn1)C1CCCC1 (configuration not stated)
7. OCC[C@@H]1C[C@H](O)[C@@H](O)[C@@]2(OCCCc3ccccc32)O1
8. COc1cccc(-c2n[nH]nc2C2=CC(=O)CC(C)(C)C2)c1
9. Cc1cc(C)nc(NC(C)(C)C(=O)O)n1
10. Cc1ccc(N=Cc2c(O)c3ccccc3oc2=O)c(C)c1
assay / entry	1	2	3	4	5	6	7	8	9	10
MsrA inhibitor	2.2	0.8	-0.5	0.1	0.3	-0.9	-0.2	0.1	-0.9	0.0
FAS-TE inh	-1.3	0.1	5.4	1.1	-4.0	-2.1	-10.8	-13.2	-3.8	-4.5
CSN deneddyl inh	-1.4	-0.1	-0.6	-5.5	2.1	2.2	-5.8	9.9	-1.4	2.6
eLon inh	1.0	-3.3	-3.5	5.0	-5.0	5.0	-18.7	1.5	4.3	-2.9
bovine MsrA act	-1.8	-0.7	-3.3	-8.3	-7.1	-2.9	-2.7	-1.4	-2.0	-6.9
PABP1 MLLE inh	-6.3	-3.8	-5.2	15.2	-5.5	8.3	-5.7	-2.8	14.1	1.4
Neddyl block	i	i	i	i	i	i	i	i	i	i
Rin1 Abl inh	0.8	-3.9	1.4	1.0	4.1	2.5	0.3	0.1	2.3	-1.0
Tb MetRS inh	-0.7	0.1	-0.6	-0.6	-0.8	-0.6	-0.4	-0.9	-0.2	-0.7

11. CCOC(=O)C1(C)CCCN1C(=O)c1snnc1C (configuration not stated)
12. O=C(CN1CCCC1)Nc1ccc(Br)cc1
13. C=C(C)CN(CC)C(=O)COc1ccc(S(=O)(=O)Nc2ccc(OC)cc2)cc1
14. FC(F)(F)c1cnc(Oc2ccccc2-c2nnco2)c(Cl)c1
15. COc1ccc(OCc2nnc3n2N=C(c2ccccc2)C(CC(=O)O)S3)cc1 (configuration not stated)
16. COC(=O)c1cccc(C23CC4(C2)[C@H](CN(C)[C@@H]4c2ccccc2)C3c2ccc(C(F)(F)F)cc2)c1 (some centres not stated)
17. Cc1nc2ccc(S(=O)(=O)Nc3cccc(-c4nc5cccnc5s4)c3)cc2s1
18. Cc1ccc(C(=O)N/C(=C\c2ccc(Br)cc2)c2nc(=S)[nH][nH]2)cc1
19. COc1cc(NC(=O)c2cccs2)c(C(=O)OCC(=O)NCc2ccccc2)cc1OC
20. COc1ccccc1NC(=O)COc1cccc(-n2cnnn2)c1
assay / entry	11	12	13	14	15	16	17	18	19	20
MsrA inhibitor	0.7	0.5	-0.1	1.2	-1.3	0.1	1.4	2.9	-1.3	0.4
FAS-TE inh	-9.7	-4.4	-2.6	-3.9	-3.2	12.7	12.8	0.7	-8.7	-0.5
CSN deneddyl inh	-4.2	-1.9	-3.3	0.9	6.0	-0.8	5.2	3.0	3.0	-0.1
eLon inh	2.4	-8.5	1.7	-3.1	-2.7	-9.3	-3.3	-5.0	-1.3	9.8
bovine MsrA act	-0.6	2.3	1.5	-0.7	-4.3	-4.2	-10.0	-3.2	-1.1	-14.7
PABP1 MLLE inh	7.5	-1.8	3.4	-12.5	-13.8	-4.6	-12.8	13.9	-12.5	3.5
Neddyl block	i	i	i	i	i	i	i	i	i	i
Rin1 Abl inh	3.4	3.0	5.1	-5.3	2.2	3.7	-2.4	2.6	-2.1	-0.3
Tb MetRS inh	0.3	-0.3	0.2	-0.7	0.1	0.1	-0.5	0.0	0.1	-0.7

21. CCCc1nc2cc(C)c(Br)c(C)n2c1Cc1ccc(OC)cc1C
22. O=C1CNC(=S)N1CCCc1ccccc1
23. C=C(C)CNC(=S)NNC(=O)CCn1c2ccccc2c2ccccc21
24. C#CCOCCOCCOCCNc1nc(N2CCN(C(=O)CCCCCCCCCCNC(=O)[C@@H](CCSC)n3cc(CCO)nn3)CC2)nc(N2CCN(C(=O)CCCCCCCCCCNC(=O)[C@H](CCCN=C(N)N)n3cc(C[C@@H](C)CC)nn3)CC2)n1
25. C=C(c1ccc(O)cc1)c1ccc(O)cc1
26. CCS(=O)(=O)NCCCc1ccccc1
27. COc1ccc(Cc2c(O)nc(SCC(=O)NC(C)(C)C)[nH]c2=O)cc1
28. Cc1cc(=O)[nH]c2ccc(S(=O)(=O)NCc3ccccc3)cc12
29. Cc1cccc(N2C(=O)CC(Sc3nc(C)c4c(n3)CCCC4)C2=O)c1 (configuration not stated)
30. Oc1ccc(Br)cc1Cn1nnc2ccccc21
assay / entry	21	22	23	24	25	26	27	28	29	30
MsrA inhibitor	0.6	·	1.8	·	-0.1	1.9	0.0	1.5	-1.2	0.9
FAS-TE inh	17.6	-5.7	2.5	-144.7	20.6	-6.8	-5.1	0.9	-8.2	2.9
CSN deneddyl inh	-0.3	5.4	10.1	130.7*	9.6	-0.8	0.2	3.3	0.3	1.1
eLon inh	1.5	-9.0	7.8	-3.1	5.5	-1.1	-4.5	-6.1	-3.3	-5.2
bovine MsrA act	-6.8	-3.3	-9.3	1.5	-2.5	-5.7	-1.9	-0.7	-14.1	2.8
PABP1 MLLE inh	·	-10.5	-11.3	-17.0	3.6	1.6	10.7	7.3	5.6	-5.0
Neddyl block	i	i	i	i	i	i	i	i	i	i
Rin1 Abl inh	·	1.1	2.9	26.6*	1.1	3.2	-1.4	1.4	1.2	2.3
Tb MetRS inh	-1.1	-0.4	0.1	-0.4	-0.8	-0.4	0.9	0.3	-1.7	0.6

31. CCOC(=O)C1CCN(C(=O)c2cc3ccc(OC)cc3[nH]2)CC1
32. COC(=O)c1c(C)oc2ccc(N(C(C)=O)S(=O)(=O)c3ccccc3)cc12
33. Cn1cc(S(=O)(=O)N2CCC(Cc3ccccc3)CC2)c(=O)n(C)c1=O
34. COc1ccc(OCC(=O)OCC(=O)Nc2cc(S(=O)(=O)N3CCOCC3)ccc2Cl)cc1
35. CCC(C)NC(=O)C1c2ccccc2C(=O)N1Cc1ccc(OC)cc1OC (configuration not stated)
36. O=C(CN1C(=O)C2CCCCN2C(=O)c2ccccc21)N1CCCc2ccccc21 (configuration not stated)
37. CC(=O)OCC(=O)Nc1ccc(N=Nc2ccccc2)cc1
38. O=C(NCCOC(=O)C1COc2ccccc2O1)C1COc2ccccc2O1 (configuration not stated)
39. C=CCSc1nnc2n(CCc3ccccc3)c(=O)c3c4c(sc3n12)COC(C)(C)C4
40. Cn1c(SCC(=O)N/N=C/C=C/c2ccco2)nc2ccccc21
assay / entry	31	32	33	34	35	36	37	38	39	40
MsrA inhibitor	0.6	1.6	0.4	-1.2	1.9	-1.1	5.9*	-0.2	-0.6	1.9
FAS-TE inh	-2.6	3.1	-7.6	-6.2	-4.7	-4.4	2.7	-4.5	9.6	-4.7
CSN deneddyl inh	0.5	2.2	0.6	-1.2	0.3	-5.2	6.7	1.6	2.6	14.5
eLon inh	-3.8	-16.6	-10.0	-6.7	-7.9	-10.0	-4.3	2.7	0.8	-2.0
bovine MsrA act	-0.6	-10.3	-0.2	-3.2	-8.4	-2.9	-6.0	0.6	-6.0	-2.9
PABP1 MLLE inh	-17.5	5.8	0.0	-2.1	1.7	17.9	4.7	3.6	-134.6	-7.5
Neddyl block	i	i	i	i	i	i	i	i	i	i
Rin1 Abl inh	1.5	0.6	1.5	0.4	3.0	1.4	0.8	1.7	-0.5	2.5
Tb MetRS inh	-0.5	-0.7	-0.6	-0.3	-2.2	0.2	0.1	-0.8	-1.7	0.6

Reformatted: entries from further up
No. | compound | MsrA inhibitor | FAS-TE inh | CSN deneddyl inh | eLon inh | bovine MsrA act | PABP1 MLLE inh | Neddyl block | Rin1 Abl inh | Tb MetRS inh
20 | COc1ccccc1NC(=O)COc1cccc(-n2cnnn2)c1 | 0.4 | -0.5 | -0.1 | 9.8 | -14.7 | 3.5 | i | -0.3 | -0.7
22 | O=C1CNC(=S)N1CCCc1ccccc1 | · | -5.7 | 5.4 | -9.0 | -3.3 | -10.5 | i | 1.1 | -0.4
25 | C=C(c1ccc(O)cc1)c1ccc(O)cc1 | -0.1 | 20.6 | 9.6 | 5.5 | -2.5 | 3.6 | i | 1.1 | -0.8

Additional structures.
41. CCCCCOC(=O)c1ccccc1C(=O)O
42. CC12CN3CCN(CC(C3)/C1=N/NC(=O)Nc1ccccc1)C2
43. Cc1cc(=O)oc2cc(NC(=S)NCc3cccnc3)ccc12
44. CC(=O)c1cccc(Nc2ccc(Br)cc2)c1
45. COC(=O)C1=C(C)N=C2SC(C#N)=C(N)N2C1c1cccc(OC)c1 (configuration not stated)
46. COc1ccccc1NC(=O)c1cnc2c(-c3ccccc3)c(C)nn2c1C
47. COc1ccc(OC)c(-c2csc(NC(=O)C3=NNC(=O)CC3)n2)c1
48. COc1ccc(C(=O)N2[C@@H](C(C)C)COc3cc(Br)ccc3S2(=O)=O)cc1
49. COC(=O)C1=C(CS(=O)(=O)c2ccc(Cl)cc2)NC(=O)NC1c1ccc(O)c(OC)c1 (configuration not stated)
50. Cc1cc(C(=O)OCc2nc3ccccc3s2)c(C)o1
51. CCOc1cc2[nH]c(=S)n(Cc3ccc(C(=O)O)cc3)c(=O)c2cc1OCC
52. COc1ccccc1OCC(=O)NC1CCCc2ccccc21 (configuration not stated)
assay / entry	41	42	43	44	45	46	47	48	49	50	51	52
MsrA inhibitor	-0.7	-0.5	1.2	-0.7	1.1	1.3	0.5	0.3	0.0	0.1	-1.4	-1.0
FAS-TE inh	-3.2	-8.0	-2.0	21.6	1.3	26.9	1.6	28.3	-5.5	13.1	-8.7	2.8
CSN deneddyl inh	-3.7	-4.3	-8.1	-2.9	-8.9	-1.6	95.1	-0.9	2.6	-1.3	-0.5	7.7
eLon inh	0.3	-2.8	8.9	-5.3	-6.9	-2.8	0.7	-2.7	-0.8	-6.8	3.9	3.6
bovine MsrA act	-0.3	-4.7	-4.6	-1.9	1.0	-4.3	-0.1	-2.5	-3.3	-0.2	-2.6	0.3
PABP1 MLLE inh	-5.5	15.8	17.7	-6.7	-95.2	-2.4	-12.5	6.1	7.8	2.0	-86.0	-8.5
Neddyl block	i	i	i	i	i	i	i	i	i	i	i	i
Rin1 Abl inh	0.0	-0.1	-4.0	-2.2	-0.3	-1.4	3.5	-2.2	2.1	-5.1	1.0	1.5
Tb MetRS inh	-0.1	-0.4	-0.5	0.9	0.3	-0.9	1.1	-1.0	0.3	0.5	0.2	-0.2
